High-throughput results as filed in PubChem BioAssay.
CAL PDZ FP-1 = blocks peptide binding to human CAL PDZ domain | actives 0.02% (n = 330,000) | AID 504414 | purified CAL PDZ, TMR-peptide fluorescence polarization, 1 h | inhibition, % at 20 µM;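 active means highest replicate inhibition of at least 40%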;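 further: plate controls were DMSO neutral control wells for no effect and unlabeled competitor peptide control wells for full effect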
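material = purified tagged CAL PDZ domain construct (CerCALP) | compound dosing = 20 µM, one dose | times = 1 h at RT | measured by = fluorescence polarization from S- and P-plane intensities, G-factor corrected | read-out = inhibition from polarization loss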
DAGLB inhibitor = diacylglycerol lipase beta (human) inhibition; Q8NCG7; HEK293T DAGLB membrane lysate, EnzChek fluorogenic substrate; inhibition, % at 5.17 µM; actives 0.059% (n = 340,000); in the data active means inhibition above about 34%;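 further: 0% = enzyme with vehicle and 100% = wells lacking enzyme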
RTF Ca sens inh = cardiac RTF calcium desensitization; P19429+P45379; IANBD-labeled cardiac RTF, Ca2+ fluorescence; inhibition, % at 7.15 µM; actives 0.12% (n = 340,000);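 active means inhibition above the mean inhibition of all tested compounds plus 3 SD, cut at about 17% in these data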;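 further: assay run at fixed EC70 calcium of 1.6 mM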
Rtt109 Vps75 = C. albicans Rtt109 histone acetyltransferase inhibition; Q5AAJ8; purified Rtt109/Vps75, ThioGlo CoA-SH fluorescence, 4 h; inhibition, % at 34.9 µM; actives 0.16% (n = 330,000); AID 540336;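 active means inhibition of at least 50% in every replicate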
CAL PDZ FP-2 = blocks peptide binding to the human CAL PDZ domain | inhibition, % at 24.9 µM | AID 602252 | purified CAL PDZ, TMR-peptide fluorescence polarization, 1 h | actives 0.92% (n = 300,000);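 active means mean inhibition of at least 30% with at least half of replicates also reaching 30%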;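 further: 0% = DMSO neutral control and 100% = excess unlabeled competitor peptide PRC23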
Keap1 Nrf2 FP = Keap1-Nrf2 (human) interaction inhibition. inhibition, % at 9.4 µM. actives 0.15% (n = 340,000). Keap1 Kelch-Nrf2 peptide fluorescence polarization, 1536-well; in the data active means inhibition above about 12%;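 further: human Keap1 Kelch domain with fluorescein labeled Nrf2 9mer peptide probe; 0% = neutral control wells and 100% = peptide positive control; higher means more block of Keap1 binding to Nrf2 peptide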
Target sequence (Q14145 whole entry, looked up, the tested form may be a part): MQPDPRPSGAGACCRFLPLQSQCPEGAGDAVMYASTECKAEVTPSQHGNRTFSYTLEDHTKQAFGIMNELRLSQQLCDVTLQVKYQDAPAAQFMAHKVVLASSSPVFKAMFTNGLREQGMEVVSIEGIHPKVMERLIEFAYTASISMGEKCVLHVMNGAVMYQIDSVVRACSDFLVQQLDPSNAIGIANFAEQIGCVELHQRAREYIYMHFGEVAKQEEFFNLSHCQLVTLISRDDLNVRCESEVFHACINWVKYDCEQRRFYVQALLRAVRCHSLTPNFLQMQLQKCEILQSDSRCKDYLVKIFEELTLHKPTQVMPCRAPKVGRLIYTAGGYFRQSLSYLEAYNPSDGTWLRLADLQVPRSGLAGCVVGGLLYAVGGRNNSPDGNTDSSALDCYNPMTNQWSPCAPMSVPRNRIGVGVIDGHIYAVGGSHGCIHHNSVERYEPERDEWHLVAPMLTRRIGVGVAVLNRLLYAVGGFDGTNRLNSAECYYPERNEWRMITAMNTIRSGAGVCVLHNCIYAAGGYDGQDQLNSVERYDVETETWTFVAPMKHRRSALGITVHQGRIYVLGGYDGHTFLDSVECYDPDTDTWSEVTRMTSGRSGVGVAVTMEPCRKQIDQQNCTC
SR-BI DiI-HDL act = enhances SR-BI lipid uptake from DiI-HDL | AID 504775 | activation, % at 12.5 µM | actives 0.096% (n = 320,000) | CHO ldlA[mSR-BI] cells, DiI-HDL uptake fluorescence, 3 h; 100 = double the neutral-control signal;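 active means mean replicate activation of at least 60% and every replicate at or above 60%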;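 further: 0% = median plate neutral-control signal and 100% = twice that signal; values of inactives mirror those of a sister screen read the other way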
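Assay system: CHO ldlA[mSR-BI] cells, LDL receptor-null, SR-BI overexpressing; medium: Ham's F12 with 0.5% BSA, HEPES 25 mM, pH 7.4; also added: DiI-HDL 10 µg/mL; timing: 3 h uptake period with compound, 37 °C; signal: DiI fluorescence, bottom read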
PKA-R2B act = activates the human PKA-R2B holoenzyme complex; PKA-R2B holoenzyme dissociation, Cy5-IP20 fluorescence polarization; R2B truncated from residue 108, S112A mutant; 0% DMSO only, 100% 113 µM cGMP; actives 0.079% (n = 340,000); activation, % at 11.4 µM; P22694+P31323;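 active means activation above a cutoff set at the mean over all compounds plus 3 SD, cut at about 18% in these data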;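 further: higher means more holoenzyme dissociation and a rise in polarization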
Target sequence (P31323 whole entry, looked up, other chains not shown, the tested form may be a part): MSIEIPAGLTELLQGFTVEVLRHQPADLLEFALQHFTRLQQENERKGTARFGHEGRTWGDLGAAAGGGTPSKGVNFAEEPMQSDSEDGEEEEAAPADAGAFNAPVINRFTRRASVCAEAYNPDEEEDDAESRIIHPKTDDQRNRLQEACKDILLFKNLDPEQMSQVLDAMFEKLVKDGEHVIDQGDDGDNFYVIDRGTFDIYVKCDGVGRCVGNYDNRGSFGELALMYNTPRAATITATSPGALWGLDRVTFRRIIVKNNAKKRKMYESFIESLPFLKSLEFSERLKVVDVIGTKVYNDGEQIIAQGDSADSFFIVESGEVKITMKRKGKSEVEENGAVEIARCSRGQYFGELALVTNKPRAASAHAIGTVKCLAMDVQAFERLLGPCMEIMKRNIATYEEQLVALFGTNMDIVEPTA
cardiac RTF act = increases calcium sensitivity of human cardiac regulated thin filaments | AID 493008 | IANBD-labeled TnC RTF fluorescence at EC20 calcium; 0% EC20 calcium, 100% full calcium | activation, % at 7.2 µM | actives 0.24% (n = 340,000) | P19429+P45379;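 active means activation above the mean over all tested compounds plus 3 SD, cut at about 30% in these data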;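 further: rise in fluorescence read as greater calcium sensitivity of cardiac thin filaments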
LANA DNA inh = inhibitors of KSHV LANA C-terminal domain DNA binding. inhibition, % at 9 µM. MBP-C-LANA/FAM-LBS DNA binding, fluorescence polarization. actives 0.078% (n = 340,000);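 active means highest replicate inhibition at or above 60% at 9 µM, even if other replicates fall short; inactive means all replicates below 60% inhibition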;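 further: 0% = neutral control wells and 100% = 4 µM acridine orange control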
Active calls of the source: *; & = joins results of further samples. An unsorted share of the library; about 1.6% have a hit in one of these screens.

Results for COc1ccccc1CNCCS(=O)(=O)NCc1ccccc1OC ?
CAL PDZ FP-1: -0.8; DAGLB inhibitor: -2; RTF Ca sens inh: 1; Rtt109 Vps75: 0; CAL PDZ FP-2: 28; Keap1 Nrf2 FP: 0; SR-BI DiI-HDL act: 5; PKA-R2B act: 1; cardiac RTF act: 3; LANA DNA inh: -1.9

How did Cn1ncc(Cl)c1C(=O)N1CCc2ccccc21 do in these assays?
CAL PDZ FP-1: -0.5; DAGLB inhibitor: -4; RTF Ca sens inh: -6; Rtt109 Vps75: -6; Keap1 Nrf2 FP: 0; SR-BI DiI-HDL act: 19; PKA-R2B act: -13; cardiac RTF act: -1; LANA DNA inh: -0.4

Results for O=C(NN=C(Cc1ccccc1)Cc1ccccc1)c1ccncc1 ?
CAL PDZ FP-1: -0.7; DAGLB inhibitor: -2; RTF Ca sens inh: 1; Rtt109 Vps75: 4; CAL PDZ FP-2: 5; Keap1 Nrf2 FP: -5; SR-BI DiI-HDL act: 3; PKA-R2B act: 1; cardiac RTF act: 0; LANA DNA inh: 1.1

How did COc1ccc(CN2CCN(CC3CC3)CC2CCO)c(C)c1C (stereo not given) do in these assays?
CAL PDZ FP-1: -1.0; DAGLB inhibitor: 2; RTF Ca sens inh: -7; Rtt109 Vps75: -2; CAL PDZ FP-2: 1; Keap1 Nrf2 FP: -1; SR-BI DiI-HDL act: 5; PKA-R2B act: 6; cardiac RTF act: 5; LANA DNA inh: -1.2

How did CN1CCc2c(sc(NC(=O)Cc3ccc(F)cc3)c2C(N)=O)C1 do in these assays?
CAL PDZ FP-1: -1.2; DAGLB inhibitor: 3; RTF Ca sens inh: -2; Rtt109 Vps75: -5; CAL PDZ FP-2: -3; Keap1 Nrf2 FP: 2; SR-BI DiI-HDL act: 26; PKA-R2B act: -2; cardiac RTF act: -5; LANA DNA inh: -1.0

How did Cc1noc(C)c1C(=O)OCC(=O)Nc1ccc(S(N)(=O)=O)cc1 do in these assays?
CAL PDZ FP-1: 0.6; DAGLB inhibitor: 1; RTF Ca sens inh: 0; Rtt109 Vps75: -7; CAL PDZ FP-2: -8; Keap1 Nrf2 FP: 1; SR-BI DiI-HDL act: 18; PKA-R2B act: -9; cardiac RTF act: 3; LANA DNA inh: 0.6

What do the screens show for `CC(C)[C@H](NC(=O)c1ccccc1)C(=O)O`?
CAL PDZ FP-1: -1.3; DAGLB inhibitor: -1; RTF Ca sens inh: 11; Rtt109 Vps75: 0; CAL PDZ FP-2: -1; Keap1 Nrf2 FP: -6; SR-BI DiI-HDL act: 12; PKA-R2B act: 4; cardiac RTF act: -3; LANA DNA inh: 1.2

What do the screens show for `CCN(Cc1ccccc1)C(c1ccccn1)c1nnnn1C1CCCCC1` (stereo not given)?
CAL PDZ FP-1: -0.2; DAGLB inhibitor: -1; RTF Ca sens inh: 2; Rtt109 Vps75: -2; CAL PDZ FP-2: -2; Keap1 Nrf2 FP: -5; SR-BI DiI-HDL act: 23; PKA-R2B act: -9; cardiac RTF act: -1; LANA DNA inh: -1.5

Results for Oc1ccc(-c2csc(-c3c[nH]c4ccccc34)n2)c(O)c1 ?
CAL PDZ FP-1: -0.9; DAGLB inhibitor: 4; RTF Ca sens inh: 10; Rtt109 Vps75: -10; CAL PDZ FP-2: -3; Keap1 Nrf2 FP: 1; SR-BI DiI-HDL act: -71; PKA-R2B act: -6; cardiac RTF act: 0; LANA DNA inh: 0.7

How did Cc1ccc(CN2CCN(Cc3cn(C)nc3-c3ccccc3)CC2CCO)o1 (stereo not given) do in these assays?
CAL PDZ FP-1: -3.2; DAGLB inhibitor: -2; RTF Ca sens inh: -2; Rtt109 Vps75: -2; CAL PDZ FP-2: 4; Keap1 Nrf2 FP: 2; PKA-R2B act: 0; cardiac RTF act: -3; LANA DNA inh: 1.3

Results for Cc1ccc(CNC(=O)C(=O)NCC2OCCCN2S(=O)(=O)c2ccc(F)cc2)cc1 (stereo not given) ?
CAL PDZ FP-1: 0.1; DAGLB inhibitor: 1; RTF Ca sens inh: -13; Rtt109 Vps75: -1; CAL PDZ FP-2: 2; Keap1 Nrf2 FP: 0; SR-BI DiI-HDL act: 7; PKA-R2B act: -9; cardiac RTF act: 5; LANA DNA inh: 0.9

How did COC(=O)c1cc(Br)c(=O)n(CCc2ccccc2)c1 do in these assays?
CAL PDZ FP-1: -1.0; DAGLB inhibitor: -1; RTF Ca sens inh: -1; Rtt109 Vps75: -5; CAL PDZ FP-2: 1; Keap1 Nrf2 FP: 3; PKA-R2B act: 4; cardiac RTF act: 7; LANA DNA inh: 0.2

Results for CCCCN(C(=S)Nc1cccc(C)c1C)c1c(N)n(CCC)c(=O)[nH]c1=O ?
CAL PDZ FP-1: 0.2; DAGLB inhibitor: 4; RTF Ca sens inh: -9; Rtt109 Vps75: 9; CAL PDZ FP-2: 14; Keap1 Nrf2 FP: -5; SR-BI DiI-HDL act: 0; PKA-R2B act: -4; cardiac RTF act: 10; LANA DNA inh: 0.3

What do the screens show for `COc1ccc(S(=O)(=O)Nc2cc(S(=O)(=O)N3CCOCC3)ccc2OC)cc1`?
CAL PDZ FP-1: 0.1; DAGLB inhibitor: 1; RTF Ca sens inh: -5; Rtt109 Vps75: 3; CAL PDZ FP-2: -5; Keap1 Nrf2 FP: 0; SR-BI DiI-HDL act: 2; PKA-R2B act: -1; cardiac RTF act: -4; LANA DNA inh: -1.8

Results for CCN1CCN(Cc2ccc(C(=O)Nc3ccc(C)c(NCc4cnc(NC(=O)OC)cn4)c3)cc2C(F)(F)F)CC1 ?
CAL PDZ FP-1: -1.1; DAGLB inhibitor: 2&-1; RTF Ca sens inh: -4; Rtt109 Vps75: 1; CAL PDZ FP-2: -2; Keap1 Nrf2 FP: -5; SR-BI DiI-HDL act: -70; PKA-R2B act: -7&9; cardiac RTF act: -3; LANA DNA inh: -1.5

What do the screens show for `CCOC(=O)N1CCN(S(=O)(=O)c2ccc3c(c2)CCN3C(=O)C2CCC2)CC1`?
CAL PDZ FP-1: -0.2; DAGLB inhibitor: 1; RTF Ca sens inh: -6; Rtt109 Vps75: -5; Keap1 Nrf2 FP: 3; SR-BI DiI-HDL act: 3; PKA-R2B act: 2; cardiac RTF act: -1; LANA DNA inh: -1.0

How did Cc1cccc(NC(=O)CSc2n[nH]c(-c3ccncc3)n2)c1C do in these assays?
CAL PDZ FP-1: -1.2; DAGLB inhibitor: 1; RTF Ca sens inh: -5; Rtt109 Vps75: -14; CAL PDZ FP-2: -5; Keap1 Nrf2 FP: 0; SR-BI DiI-HDL act: -5; PKA-R2B act: -1; cardiac RTF act: -1; LANA DNA inh: -1.9

What do the screens show for `Cc1ccc(NC(=O)c2cc(NC(=O)C3CC=CCC3C(=O)O)ccc2N2CCOCC2)cc1Cl` (stereo not given)?
CAL PDZ FP-1: -1.7; DAGLB inhibitor: 6; RTF Ca sens inh: -7; Rtt109 Vps75: 16; CAL PDZ FP-2: -4; Keap1 Nrf2 FP: -6; SR-BI DiI-HDL act: -40; PKA-R2B act: -5; cardiac RTF act: 0; LANA DNA inh: 0.1

How did CCN1C(=O)c2cccc3c(S(=O)(=O)NCc4ccco4)ccc1c23 do in these assays?
CAL PDZ FP-1: -0.8; DAGLB inhibitor: 2; RTF Ca sens inh: -6; Rtt109 Vps75: -9; Keap1 Nrf2 FP: -3; SR-BI DiI-HDL act: -20; PKA-R2B act: -3; cardiac RTF act: -2; LANA DNA inh: -0.7

How did COc1cccc(-n2nc(C(C)=O)c(=O)[nH]c2=O)c1 do in these assays?
CAL PDZ FP-1: -0.3; DAGLB inhibitor: 0; RTF Ca sens inh: 0; Rtt109 Vps75: -8; CAL PDZ FP-2: -1; Keap1 Nrf2 FP: 1; SR-BI DiI-HDL act: 5; PKA-R2B act: 5; cardiac RTF act: -9; LANA DNA inh: 1.0

How did O=C(CN1CCOCC1)NCc1ccc(F)cc1 do in these assays?
CAL PDZ FP-1: -0.6; DAGLB inhibitor: 2; RTF Ca sens inh: -9; Rtt109 Vps75: -5; CAL PDZ FP-2: 20; Keap1 Nrf2 FP: -1; PKA-R2B act: 12; cardiac RTF act: 4; LANA DNA inh: -2.0

How did COc1ccccc1C(O)(C(=O)NNc1cccc(C)c1)c1ccccc1OC do in these assays?
CAL PDZ FP-1: -2.0; DAGLB inhibitor: 1; RTF Ca sens inh: -9; Rtt109 Vps75: -2; CAL PDZ FP-2: -2; Keap1 Nrf2 FP: -1; SR-BI DiI-HDL act: 0; PKA-R2B act: 3; cardiac RTF act: -3; LANA DNA inh: 1.0

What do the screens show for `COc1cc2c(cc1OC)C(C(=O)NCc1cccnc1)C(c1cccnc1)N(C)C2=O` (stereo not given)?
CAL PDZ FP-1: -0.8; DAGLB inhibitor: 1; RTF Ca sens inh: 2; Rtt109 Vps75: 2; CAL PDZ FP-2: -1; Keap1 Nrf2 FP: -4; SR-BI DiI-HDL act: 13; PKA-R2B act: -10; cardiac RTF act: 3; LANA DNA inh: 0.1

How did O=C(NCc1ccc(F)cc1)c1cnc(Cl)c(Cl)c1 do in these assays?
CAL PDZ FP-1: -1.7; DAGLB inhibitor: -3; RTF Ca sens inh: -19; Rtt109 Vps75: -2; CAL PDZ FP-2: -2; Keap1 Nrf2 FP: 2; PKA-R2B act: 10; cardiac RTF act: 0; LANA DNA inh: -1.5

Results for Cc1cc2ccccc2n1CCNC(=O)Cc1cccc2ccccc12 ?
CAL PDZ FP-1: 0.3; DAGLB inhibitor: -59; RTF Ca sens inh: -1; Rtt109 Vps75: 5; CAL PDZ FP-2: 11; Keap1 Nrf2 FP: 2; SR-BI DiI-HDL act: -14; PKA-R2B act: 4; cardiac RTF act: 4; LANA DNA inh: 0.1

What do the screens show for `CC1(C)c2ccccc2N(CC(N)=O)C12C=Cc1ccccc1O2` (stereo not given)?
CAL PDZ FP-1: -1.6; DAGLB inhibitor: 1; RTF Ca sens inh: 0; Rtt109 Vps75: -6; CAL PDZ FP-2: -3; Keap1 Nrf2 FP: -5; SR-BI DiI-HDL act: -12; PKA-R2B act: 4; cardiac RTF act: -1; LANA DNA inh: 0.8

Gathered by group, those above containing a COOH group (2)
What do the screens show for `CC(C)[C@H](NC(=O)c1ccccc1)C(=O)O`?
CAL PDZ FP-1: -1.3; DAGLB inhibitor: -1; RTF Ca sens inh: 11; Rtt109 Vps75: 0; CAL PDZ FP-2: -1; Keap1 Nrf2 FP: -6; SR-BI DiI-HDL act: 12; PKA-R2B act: 4; cardiac RTF act: -3; LANA DNA inh: 1.2

What do the screens show for `Cc1ccc(NC(=O)c2cc(NC(=O)C3CC=CCC3C(=O)O)ccc2N2CCOCC2)cc1Cl` (stereo not given)?
CAL PDZ FP-1: -1.7; DAGLB inhibitor: 6; RTF Ca sens inh: -7; Rtt109 Vps75: 16; CAL PDZ FP-2: -4; Keap1 Nrf2 FP: -6; SR-BI DiI-HDL act: -40; PKA-R2B act: -5; cardiac RTF act: 0; LANA DNA inh: 0.1
